S3 lipid droplet: qHTS Assay for Lipid Storage Modulators in Drosophila S3 Cells. Drosophila S3 cells, BODIPY lipid droplet fluorescence, 18-24 h; cells fed with added oleic acid. Potency in µM for hits, for the others lipid storage change, negative = inhibition, % at the top dose, mostly 46.1 µM. actives 0.64% (n = 320,000); active means well fitted inhibition curve with a large enough effect in the signal ratio, with a control signal flat, not every such curve was filed as active; inconclusive means small, poorly fitted or top-dose-only effect, or effect the other way, or a change in a side signal; the % refers to the signal ratio
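Drosophila S3 cells got compounds at several concentrations plus oleic acid (400 uM solution). Laser-scanning cytometry with 488 nm excitation read lipid droplets at 500-530 nm and cells at 575-640 nm. Percent activity was relative to 20 uM Triacsin C.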
S3 lipid droplet cell count max: recorded beside S3 lipid droplet, whose call it bears; cell number change, %; measured here: cell count max response;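 cells counted by Cell Tracker Red CMTPX staining in the red channel; peak over a dose series mostly up to 46.1 µM; percent activity relative to internal control wells on each plate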
* marks the source's active call; other numbers are inactive results; i = inactive; ? = inconclusive; · = no result given. On the % scale 0 is the no-effect control and ±100 the full control effect; potency means the concentration at half of the fitted maximal effect. An excerpt (hit frequency here may not be typical).

SMILES | S3 lipid droplet | S3 lipid droplet cell count max
CC1CCC2(CC1)SCC(=O)N2c1ccccc1 (stereo unspecified) | 0.2% | 13.7
O=C(c1ccccc1)N1CCN(c2ccc(NCc3ccc4c(c3)OCO4)cc2)CC1 | ? | ·
COc1ccc(N2CCN(C(=S)Nc3ccc(C)cc3C)CC2)cc1 | ? | ·
CC(C)NC(=O)NC(=O)CSc1nnc(COc2ccccc2F)n1C(C)C1CC2CCC1C2 (stereo unspecified) | ? | ·
Cc1ccccc1C(O)c1ccncc1 (stereo unspecified) | i | ·
COc1ccc(-c2cc(C)no2)cc1S(=O)(=O)N1CCCN(Cc2ccccc2Cl)C1 | ? | ·
Cc1ccc(C(=O)N(CCN2CCCCC2)CC2CCCN(C3CCCC3)C2)s1 (stereo unspecified) | ? | ·
CC1(C)CC(OC(=O)c2ccco2)CC(C)(C)N1O | ? | ·
CC(=O)CCC1C2C(O)C(C(C)C)C(OC(=O)/C=C/c3ccccc3)CC12C (stereo unspecified) | ? | ·
COCCNC(=O)c1ccc(N2CC3CC(C2)c2cccc(=O)n2C3)c(NC(=O)c2ccc(Br)o2)c1 (stereo unspecified) | ? | ·
CCOC(=O)N/N=C/c1c(F)c(F)c(F)c(F)c1F | ? | ·
C[C@H](NC(=O)c1nc[nH]c1C(=O)NCC(=O)OCc1ccccc1)C(=O)OCc1ccccc1 | ? | ·
O=C(c1cccs1)N1CCN(c2cc(Cl)ccc2Cl)CC1 | 6.2% | 14.2
COc1ccccc1N1CCN(CC(=O)c2c(C)[nH]c3ccccc23)CC1 | ? | ·
CC1(C)CC(=O)C2=C(C1)Nc1ccccc1N=C2 | ? | ·
Cc1cc(OC(C)C(=O)N2CCN(c3ccc(F)cc3)CC2)c2c(C)cc(=O)oc2c1 (stereo unspecified) | ? | ·
CC1CCCCN1C(=O)Cn1c(=O)oc2cc(S(=O)(=O)N3CCCCC3)ccc21 (stereo unspecified) | i | 26.0
CC1CCN(S(=O)(=O)c2ccc3c(c2)N(C)C(=O)CC(=O)N3C)CC1 | ? | ·
CC1(C)C(=O)OC(c2cccs2)C(C)(C)C1=O (stereo unspecified) | 16.2% | -0.4
C#CCOCCOCCOCCNc1nc(N2CCN(C(=O)[C@H]([C@@H](C)O)n3cc(CCCCN)nn3)CC2)nc(N2CCN(C(=O)[C@H]([C@@H](C)CC)n3cc(CCCN=C(N)N)nn3)CC2)n1 | ? | ·
CCn1c2ccccc2c2cc(NC(=O)CSc3nnc(-c4ccc(OC)c(OC)c4)n3N)ccc21 | ? | ·
CCn1c(=N)c(C(=O)NC)cc2c(=O)n3cccc(C)c3nc21 | -1.3% | -23.0
COc1ccc(S(=O)(=O)Nc2cc(Sc3ncn[nH]3)c(O)c3ccccc23)cc1 | ? | ·
CC1CN(S(=O)(=O)c2cccc(C(=O)N(Cc3nnc(-c4ccccc4Cl)o3)C3CC3)c2)CC(C)O1 (stereo unspecified) | ? | ·

Single records (already shown):
Shown for O=C(c1cccs1)N1CCN(c2cc(Cl)ccc2Cl)CC1 : S3 lipid droplet: 6.2%; S3 lipid droplet cell count max: 14.2
Shown for CC1CCCCN1C(=O)Cn1c(=O)oc2cc(S(=O)(=O)N3CCCCC3)ccc21 (stereo unspecified) : S3 lipid droplet: i; S3 lipid droplet cell count max: 26.0
Shown for CC1(C)C(=O)OC(c2cccs2)C(C)(C)C1=O (stereo unspecified) : S3 lipid droplet: 16.2%; S3 lipid droplet cell count max: -0.4

Next results:
SMILES | S3 lipid droplet | S3 lipid droplet cell count max
O=S(=O)(c1ccc(SCc2ccc(Br)cc2)nc1)N1CCCCC1 | ? | ·
CCN1CCN(CCNC(=O)CS(=O)(=O)Cc2nc(-c3ccc(C)cc3)oc2C)CC1 | 1.2% | -3.7
COc1ccc(C2c3c(oc4ccc(C)cc4c3=O)C(=O)N2c2cc(C)ccn2)cc1OC (stereo unspecified) | ? | ·
CCN(CC)C(=O)c1sc(NC(=O)c2ccc3c(c2)OCO3)c(C(N)=O)c1C | i | -23.2
CN1C(=O)N(CC(=O)Nc2ccc(C(F)(F)F)cc2)C(=O)C12CCCCC2 | ? | ·
Fc1ccc(NC(=S)N2CCN(c3ncccn3)CC2)cc1 | -16.3% | -11.4
COc1cc([N+](=O)[O-])ccc1NC(=O)CCS(=O)(=O)c1ccc2c(c1)n(C)c(=O)c(=O)n2C | ? | ·
CN=C1SC(CC(=O)Nc2ccccc2F)C(=O)N1C (stereo unspecified) | ? | ·
COCCCNC(=O)/C=C/c1ccc(Cl)cc1Cl | 11.7% | 15.2
CC(C)OC(=O)Nc1ccc(-c2ccc(NC(=O)OC(C)C)cc2Cl)c(Cl)c1 | 18.2% | 23.0
CN1CC(=O)N(CC(=O)N2CCC(Cc3ccccc3)CC2)C1=O | i | 20.9
CC(C)(C)C1COc2ccccc2N1C(=O)c1ccccc1Cl (stereo unspecified) | -0.5% | -15.6
O=C(CSc1nncn1-c1ccccc1)Nc1cccc(S(=O)(=O)N2CCCCC2)c1 | i | ·
Cc1cccc(-c2nc(C)cc(=O)[nH]2)c1 | 3.4% | 3.4
COc1ccc(CCNC(=O)c2cc(=O)c3cc(C)ccc3o2)cc1OC | ? | ·
COc1ccccc1-c1cc(C(=O)N/N=C/C=C/c2ccccc2[N+](=O)[O-])c2ccccc2n1 | ? | ·
COc1ccc(Nc2ccc(Cl)nn2)cc1 | -3.0% | 11.9
COc1cccc(NC(=O)CN2C(=O)CSc3ccc(S(=O)(=O)N4CCCCC4)cc32)c1 | i | 4.9
CCN(C(=O)COC(=O)c1ccc(OC)c(S(=O)(=O)N2CCCc3ccccc32)c1)C1CCS(=O)(=O)C1 (stereo unspecified) | ? | ·
COc1ccc(CCNC(=O)CSc2nc(O)c(C(C)C)c(=O)[nH]2)cc1OC | 4.8% | 12.5
Cc1ccoc1C(=O)N1CCCCC1C(=O)O (stereo unspecified) | 1.8% | 25.6
Fc1cccc(-n2c(-c3ccco3)nc3nc4ccccc4nc32)c1 | ? | ·
COc1ccc(/C(O)=C2\C(=O)C(=O)N(CCN(C)C)C2c2cc(OC)c(OC)c(OC)c2)c(C)c1 (stereo unspecified) | i | 19.9
COc1cc2c(cc1OC)C(COc1ccc(F)cc1)N(C(=O)c1ccco1)CC2 (stereo unspecified) | ? | ·
CCc1nc2nc(C)c(NS(=O)(=O)c3ccc(C)c(C)c3)c(=O)n2[nH]1 | i | -18.3
O=C(Nc1ccccc1)N1CCN(Cc2ccc3c(c2)OCO3)CC1 | ? | ·
Cc1cccc(Cn2nnc3ccccc32)c1O | 16.0% | 6.7
O=C(COC(=O)c1ccc(N2CCCC2=O)cc1)c1ccccc1 | ? | ·
CCOC(=O)CSc1nnc(CNC(=O)c2ccc(OC)cc2)n1C1CCCCC1 | -0.7% | -8.5
CC(C)(C)C(=O)COC(=O)c1ccc2c(c1)C(=O)N(Cc1ccco1)C2=O | 0.259µM* | 2.1*
Cc1c(-c2ccccc2)nc(-c2ccccc2)[nH]c1=O | ? | ·
COC(=O)C1=C(CS(=O)(=O)c2ccc(Cl)cc2)NC(=O)NC1c1ccc(O)cc1 (stereo unspecified) | 20.0% | 6.0
O=C(c1cc2cc(Cl)ccc2oc1=O)N1CCCC1 | -4.7% | -2.1
CCn1c(SCC(=O)Nc2ccc3c(c2)n(C)c(=O)n3C)nnc1-c1ccncc1 | -27.8% | 11.4
NC(=O)c1c(NC(=O)CSc2nnc(Cc3ccccc3)n2Cc2ccco2)sc2c1CCC2 | ? | ·
CCn1nc(C)c([N+](=O)[O-])c1C(=O)NNC(=O)c1ccc(Cl)cc1 | -4.3% | 14.8
COC(=O)/C(=C\c1c[nH]c2ccccc12)NC(C)=O | 2.4% | -9.8
CC(=O)NC(CCS(C)(=O)=O)C(=O)Nc1c(F)cccc1F (stereo unspecified) | 8.2% | 9.4
CCOc1ccc(N(CC(=O)NCc2ccccc2)S(=O)(=O)c2c(C)noc2C)cc1 | ? | ·
CCn1c(Cc2ccccc2)nnc1SCC(=O)c1cccc([N+](=O)[O-])c1 | -11.4% | -1.6
CC(=O)Oc1ccc(N2C(=O)C3C(C2=O)C(C(=O)c2ccc(Cl)cc2)N2CCCC32)cc1 (stereo unspecified) | ? | ·
Cc1ccc(C(C)NC(=O)c2c(C)noc2C)cc1C (stereo unspecified) | i | 14.8
Cc1nn(Cc2ccc(Cl)cc2Cl)c(C)c1NC(=O)NC12CC3CC(CC(C3)C1)C2 | ? | ·
CCOC(=O)Cc1cn(C(=O)OC(C)(C)C)c2ccccc12 | ? | ·
COC(=O)C(C)(C(=O)OC)c1ccccc1[N+](=O)[O-] | ? | ·
C/C(=N/O)c1ccccn1 | ? | ·
COc1ccc(-n2cc(C(=O)O)c(=O)cc2C)cc1 | -10.9% | -26.1
COc1ccc2c(c1)CCCC21NC(=O)NC1=O (stereo unspecified) | -20.4% | -9.3

As entered above.
`CCn1c(SCC(=O)Nc2ccc3c(c2)n(C)c(=O)n3C)nnc1-c1ccncc1` in S3 lipid droplet reads -27.8%
`COc1ccc(CCNC(=O)CSc2nc(O)c(C(C)C)c(=O)[nH]2)cc1OC` in S3 lipid droplet reads 4.8%
`CCOC(=O)CSc1nnc(CNC(=O)c2ccc(OC)cc2)n1C1CCCCC1` in S3 lipid droplet reads -0.7%

(more compounds)
SMILES | S3 lipid droplet | S3 lipid droplet cell count max
CCC(C)NC(=O)CNC(=O)c1nn(-c2ccc(OC)c(Cl)c2)c(=O)c2ccccc12 (stereo unspecified) | i | 5.4
Nn1c(C2CCC2)nc2cc(Cl)ccc2c1=O | 18.9% | -5.0
Cn1nc(C(=O)N2CCN(S(=O)(=O)c3ccc(Cl)cc3)CC2)c2ccccc2c1=O | ? | ·
CC(C)(C)c1cc(NC(=O)CSc2nncs2)n(-c2ccccc2)n1 | ? | ·
COC(=O)c1cn(NC(=O)C2COc3ccccc3O2)c(=O)c2ccccc12 (stereo unspecified) | -13.0% | 3.0
CN(Cc1ccon1)Cc1cn(C)nc1-c1ccc(Oc2ccccc2)cc1 | 0.0% | 6.6
O=C(c1ccco1)N1CCC(c2nc(-c3ccc(F)cc3)no2)CC1 | ? | ·
COc1ccc2nc(NC(=O)CN3C(=O)NC4(CCCCC4)C3=O)sc2c1 | 25.5% | 2.1
COc1cc(N)c(Cl)cc1C(=O)OC(C)C(=O)Nc1cccc(S(=O)(=O)N2CCOCC2)c1 (stereo unspecified) | ? | ·
C/C(=N/NC(=O)CCC(=O)Nc1cccc(Cl)c1)c1ccc(C)cc1 | ? | ·
CNC(=O)c1cc2cc(OC)ccc2oc1=N | i | 8.8
Cc1nc(Sc2ccccc2)c(C#N)c(C)c1[N+](=O)[O-] | ? | ·

Looked up by structure from the list above, 2 records:
SMILES | S3 lipid droplet | S3 lipid droplet cell count max
Cn1nc(C(=O)N2CCN(S(=O)(=O)c3ccc(Cl)cc3)CC2)c2ccccc2c1=O | ? | ·
CN(Cc1ccon1)Cc1cn(C)nc1-c1ccc(Oc2ccccc2)cc1 | 0.0% | 6.6

Next part
SMILES | S3 lipid droplet | S3 lipid droplet cell count max
CNC(=O)c1cc2cccc(OC)c2oc1=O | 6.1% | -1.2
O=C(Nc1ccccc1Cl)ON=C1c2ccccc2-c2ccccc21 | ? | ·
COc1ccc2cc3cc(C(=O)NCc4ccc5c(c4)OCO5)oc3nc2c1 | 7.5% | ·
O=C1NCCN1CCNS(=O)(=O)c1ccccc1[N+](=O)[O-] | ? | ·
C=C(C)c1cccc(C(C)(C)NC(=O)NCc2ccncc2)c1 | ? | ·
N#CC1=C(N)Oc2n[nH]c(-c3ccc(F)cc3)c2C1c1ccncc1 (stereo unspecified) | i | 0.1
COc1cc(/C=C(\C#N)C(=O)NC(C)C)cc(Cl)c1O | ? | ·
CC(C)(C)C1CCc2c(sc(NC(=O)CSc3nnc(-c4ccccc4)o3)c2C#N)C1 (stereo unspecified) | 4.11µM* | -0.7*
CCOc1ccccc1NC(=O)CN(Cc1ccccc1)S(C)(=O)=O | 22.7% | ·
Cc1ccc(NC(=O)CNC(=O)c2cccs2)c(O)c1 | ? | ·
Cc1cccc(NC(=O)CSc2nnc(-c3ccco3)c(-c3ccco3)n2)c1C | 5.1% | -14.0
O=C(O)CN1C(=O)CC(Cc2ccc(Cl)cc2)C1=O (stereo unspecified) | -1.1% | 8.5
O=C(O)C1=C[C@@H](c2ccc(C(F)(F)F)cc2)C[C@@H](OCc2ccc(CO)cc2)O1 | ? | ·
CCOc1cccc(OCCOCCOc2ccccc2C(C)=O)c1 | 12.1% | 2.7
CC(C)(C)C(=O)N1CCC[C@H]1C(O)(c1ccccc1)c1ccccc1 | 0.1% | 12.6
C[C@@H](C(=O)NCC1CC1)[C@@H]1C[C@@]1(C)[C@@H](NC(=O)OCc1ccccc1)c1ccccc1 | ? | ·
Cc1ccc(S(=O)(=O)N(C)C)cc1NC(=O)c1ccc(OC(F)(F)F)cc1 | ? | ·
CN(Cc1cnn(C)c1)C(=O)CC1C(=O)NCCN1Cc1cccc(Oc2ccccc2)c1 (stereo unspecified) | ? | ·
O=C(C1CCC1)N1CCc2cc(S(=O)(=O)N3CCCCC3)ccc21 | ? | ·
COc1ccc(CCNc2oc(-c3ccc(OC)c(OC)c3)nc2P(=O)(OC)OC)cc1OC | 13.7% | 6.7
Cn1cnnc1SC1c2cccc3cccc(c23)C1NS(=O)(=O)c1ccccc1 (stereo unspecified) | 19.3% | 7.2
CN(Cc1ccccc1)C(=O)CN1CCN(C(c2ccccc2)c2ccccc2)CC1 | ? | ·
O=C(N/N=C/c1ccc(N2CCOCC2)s1)c1ccccc1Br | ? | ·
COc1ccccc1NC(=O)Cn1cnc2sc(C(=O)Nc3cc(OC)c(OC)c(OC)c3)c(C)c2c1=O | ? | ·

Bioassay records deposited in PubChem BioAssay by National Center for Advancing Translational Sciences (NCATS).
